Screening data from PubChem.
mIDH1 inhibitor = human IDH1 R132H inhibition; hit rate 0.093% among 390,000; Potency, µM (titrated, usually from 76.6 µM), for inactives: at the top dose activity change, negative = inhibition, most hits filed as inhibitors; IDH1-R132H enzyme, NADPH consumption, diaphorase/resazurin fluorescence; AID 602179; O75874; further: on the % scale 0 is the no-effect control and ±100 the full control effect; nearly all actives have a fitted effect of over 65% in size
Target sequence (O75874 whole entry R132H, stated change not applied): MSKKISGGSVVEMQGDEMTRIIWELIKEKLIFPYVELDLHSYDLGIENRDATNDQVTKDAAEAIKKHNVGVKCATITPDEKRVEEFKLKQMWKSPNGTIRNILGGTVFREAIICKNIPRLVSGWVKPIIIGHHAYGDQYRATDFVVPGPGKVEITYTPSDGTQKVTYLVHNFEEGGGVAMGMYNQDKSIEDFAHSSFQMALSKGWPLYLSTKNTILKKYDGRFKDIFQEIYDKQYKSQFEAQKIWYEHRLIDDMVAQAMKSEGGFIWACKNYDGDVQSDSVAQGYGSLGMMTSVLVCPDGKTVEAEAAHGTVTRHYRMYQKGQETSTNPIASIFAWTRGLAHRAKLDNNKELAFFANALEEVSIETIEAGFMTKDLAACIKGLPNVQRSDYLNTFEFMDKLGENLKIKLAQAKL
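IDH1-R132H (0.5 ug/mL) preincubated 30 min with compound, then NADPH (0.016 mM) and alpha-KG (2 mM) added; 80 min at RT, pH 7.5. Remaining NADPH coupled via diaphorase/resazurin to fluorescence (540/590 nm); concentration-response curves normalized to no-enzyme control.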
RGS4 inhibitor = human RGS4 inhibition. Potency, µM (top dose mostly 114 µM), for the others: top-dose activity change, negative = inhibition, actives largely listed as inhibitors. P49798. Transcreener GDP fluorescence polarization, RGS4-accelerated GTP hydrolysis. AID 504845. hit rate 0.039% among 390,000; further: on the % scale 0 is the no-effect control and ±100 the full control effect; nearly all actives have a fitted effect of over 75% in size; some results filed as inactive show a strong effect at the top dose
Target sequence (P49798 whole entry, looked up): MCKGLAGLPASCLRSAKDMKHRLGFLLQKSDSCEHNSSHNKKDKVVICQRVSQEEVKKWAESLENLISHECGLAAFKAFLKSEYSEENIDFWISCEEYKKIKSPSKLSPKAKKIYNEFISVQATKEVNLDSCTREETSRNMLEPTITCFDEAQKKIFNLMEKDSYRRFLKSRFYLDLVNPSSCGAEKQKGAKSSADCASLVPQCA
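MLSMR compounds (23 nl, pin-transferred) preincubated 10 min at room temperature with a 500nM (2x) first reagent, then RGS4 at 900nM (2x) plus Transcreener GDP mix added; fluorescence polarization (620/688 nm) read before and after 90 min at 30 °C.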
USP1 inh = blocks the human USP1/UAF1 deubiquitinase complex. recombinant USP1/UAF1, Ub-Rhodamine cleavage fluorescence. AID 743255. Potency, µM (highest dose often 57.1 µM), without a hit: at the highest dose activity change, negative = inhibition, most hits filed as inhibitors. hit rate 0.23% among 390,000; further: on the % scale 0 is the no-effect control and ±100 the full control effect; nearly all actives have a fitted effect of over 60% in size; inactives centre near -12
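USP1/UAF1 complex at 1 nM was preincubated with compound for 15 min at room temperature, then Ub-Rho substrate (150nM final) was added. Fluorescence (480/540 nm) was read kinetically, 6 reads every 60 seconds.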
Vif-APOBEC3G blk = inhibitors of Vif-APOBEC3G interaction; hit rate 0.076% among 410,000; Potency, µM (series often up to 46.1 µM), for inactives: at the top dose activity, negative = active, usual class: inhibitors; AID 602310; HeLa A3G-eYFP + Vif (tagged APOBEC3G with the HIV-1 protein that degrades it), YFP fluorescence, overnight;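 further: on the % scale 0 is the no-effect control and ±100 the full control effect; nearly all actives have a fitted effect of over 60% in size; hits raise eYFP signal because A3G escapes Vif-driven loss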
Target sequence (Q9HC16 whole entry, looked up): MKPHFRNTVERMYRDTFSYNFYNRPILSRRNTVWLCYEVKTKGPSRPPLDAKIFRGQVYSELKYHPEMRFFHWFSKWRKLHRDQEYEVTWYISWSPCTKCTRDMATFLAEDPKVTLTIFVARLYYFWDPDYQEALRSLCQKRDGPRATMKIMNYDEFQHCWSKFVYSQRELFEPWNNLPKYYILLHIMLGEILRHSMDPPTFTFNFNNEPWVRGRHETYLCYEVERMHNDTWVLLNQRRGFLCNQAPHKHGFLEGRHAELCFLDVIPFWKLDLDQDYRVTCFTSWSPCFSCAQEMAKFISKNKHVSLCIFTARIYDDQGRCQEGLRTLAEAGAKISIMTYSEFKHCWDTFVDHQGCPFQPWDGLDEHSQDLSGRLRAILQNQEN
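HeLa cells stably expressing Vif and C-terminally eYFP-tagged A3G, seeded overnight at 37 deg C, then exposed to compound by pintool overnight at 37 deg C. Rise in yellow fluorescence (Ex 488/Em 500-530, Acumen) marks blocked Vif-driven A3G degradation.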
12-LOX inh = blocks human arachidonate 12S-lipoxygenase. P18054. purified 12hLO, xylenol orange hydroperoxide absorbance. Potency, µM (series often up to 108 µM), without a hit: at the highest dose activity change, negative = inhibition, usual class: inhibitors. hit rate 1.1% among 580,000. AID 1671190; further: on the % scale 0 is the no-effect control and ±100 the full control effect
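Purified human 12hLO at 150 nM in 25 mM Hepes, 0.01% Triton X-100, pH 7.0, preincubated 15 min at room temperature with compound. Reaction started with 40 uM arachidonic acid, 30 min at room temperature. Hydroperoxide measured by Fe-xylenol orange, 573/405 nm absorbance ratio.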
rTrxR1 inhibitor = inhibitors of rat thioredoxin reductase 1. O89049. hit rate 1% among 390,000. Potency, µM (titrated, usually from 114 µM), inactives show at the highest dose activity change, negative = inhibition, actives largely listed as inhibitors. recombinant rTrxR1, NADPH fluorescence consumption, selenite substrate; further: on the % scale 0 is the no-effect control and ±100 the full control effect; nearly all actives have a fitted effect of over 65% in size
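Rat TrxR1 (90 nM in the dispensed reagent) was pre-reduced with 400 uM NADPH for 5 min at room temperature, then incubated with compound for 15 min. After 400 uM selenite was added, NADPH fluorescence (Ex 340/Em 450 nm) was followed for 8 min.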
RXFP1 ag = agonists of human relaxin receptor RXFP1. Q9HBX9. HEK293T-RXFP1 cAMP TR-FRET, 30 min; response scale: percent of porcine relaxin response, buffer zero. Potency, µM (top dose mostly 57.5 µM), without a hit: at the highest dose activation, usual class: activators. hit rate 0.3% among 370,000. AID 2676; further: on the % scale 0 is the no-effect control and ±100 the full control effect; nearly all actives have a fitted effect of over 60% in size; many of its hits are not listed in these tables
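cAMP rise read by TR-FRET after 30 min, 37C compound exposure (up to 58 uM) in RXFP1-transfected HEK293 cells with Ro 20174 present. EC50 from Hill-equation fits, with 29 nM porcine relaxin as 100% and buffer as basal.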
Vif-A3F inh = inhibitors of Vif-A3F interaction; hit rate 0.2% among 390,000; AID 602313; HeLa A3F-eYFP + Vif (tagged APOBEC3F with the HIV-1 protein that degrades it), YFP fluorescence increase; Potency, µM (doses to about 46.1 µM), for the others: at the top dose activity, negative = active; further: % of control where 0% means no effect; nearly all actives have a fitted effect of over 65% in size
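HeLa cells stably expressing A3F-eYFP plus Vif, plated and incubated overnight at 37 deg C, then exposed to compounds overnight at 37 deg C. Blocked degradation read as raised yellow fluorescence (Ex 488/Em 500-530).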
TrxR1 substrate = rat thioredoxin reductase 1 substrate activity | purified TrxR1 substrate turnover, NADPH consumption readout | Potency, µM (top dose mostly 114 µM), without a hit: top-dose activity change, negative = substrate turnover | O89049 | hit rate 0.01% among 390,000; further: on the % scale 0 is the no-effect control and ±100 the full control effect; nearly all actives have a fitted effect of over 50% in size
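Rat TrxR1, dispensed at 90 nM, was prereduced with 400 uM NADPH (final) for 5 min at ~22 deg C, then incubated with compound 15 min before 400 uM selenite. A first-read NADPH fluorescence drop versus no-compound background flagged substrates.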
Starred values were filed as active, the others as inactive; u = inconclusive; x = not tested or not shown; [ ] = dose if it differs, or a comment. The call rests on the fitted dose curve; in most records, active means well fitted curve in the direction sought with a large enough effect; inconclusive means small, poorly fitted or top-dose-only effect, or another doubt; inactive means no such curve, though single readings can be large; an effect the other way counts as inactive or inconclusive. Potency means the concentration at half of the fitted maximal effect. These rows are one share of the data; count on the stated rates, not on these rows.

molecule,mIDH1 inhibitor,RGS4 inhibitor,USP1 inh,Vif-APOBEC3G blk,12-LOX inh,rTrxR1 inhibitor,RXFP1 ag,Vif-A3F inh,TrxR1 substrate
O=C(CSc1nc2ccccc2o1)N1c2ccccc2Sc2ccc(C(F)(F)F)cc21,-4%,14%,-16%,-8%,7%,0%,0.6%,-8%,-8%
O=C(c1cccc(Cl)c1)N1CCCc2ccccc21,5%,-9%,-7%,-4%,-10%,16%[57.1 µM],1.2%,1%,5%[57.1 µM]
CC1CCCC(C)N1C(=O)CSc1nc2ccccc2c(=O)[nH]1 (configuration not stated),4%,-41%,-30%,-7%,442%[activator],-12%,-1.7%,-6%,-6%
COc1cccc2c(=O)n(CC(=O)N3CCc4ccccc43)ccc12,1%,-6%,-24%,3%,16%,11%[57.1 µM],8.3%,4%,10%[57.1 µM]
CCOCCCNC(=O)c1cc2c(=O)n3cccc(C)c3nc2n1C,-3%,-2%,-14%,-26%,-9%,17%,2.6%,-12%,23%
O=C(N/N=C/c1ccc(F)cc1)c1cccc(NC(=O)c2ccccc2Cl)c1,-4%,-15%,u,-3%,23%,10%,3.2%,2%,-4%
Cc1cc(C(=O)NNC(=S)NCC2CCCO2)cs1 (configuration not stated),1%,-3%,6%,1%,20%,-13%[57.1 µM],1.0%,-4%,6%[57.1 µM]
O=C(N/N=C1\CCCCc2ccccc21)c1ccccn1,8%,-51%,-11%,1%,-3%,1%[57.1 µM],1.2%,13%,-5%[57.1 µM]
CCCc1cc(=O)[nH]c(SCC(=O)NC2CCCCCCC2)n1,-9%,19%,2%,-1%,18%,1%[57.1 µM],x,8%,7%[57.1 µM]
Cc1ccc(NC(=O)c2nc3nccc(C)n3n2)c(C)c1,10%,6%,-18%,0%,-21%,23%,-0.1%,7%,2%
CC(=O)Nc1cccc(Oc2nc(C(F)(F)F)nc3ccccc23)c1,-7%,32%,-11%,-11%,-24%,3%,1.4%,6%,-7%
CNC[C@@H](Cc1ccccc1)NC[C@@H](CC1CCCCC1)NCCCc1ccccc1,-3%,5%,10%,5%,u,7%,-0.7%,5%,-1%
Cc1ccc(/C=C/C(=O)Nc2sc(C)c(C)c2C(=O)OC(C)C)o1,1%,u,-12%,-6%,u,u,-0.2%,7%,5%
CC(=O)Nc1cc(S(=O)(=O)Nc2ccccc2)c(C)cc1C,4%,-9%,-24%,0%,10%,3%,-1.1%,0%,-8%[57.1 µM]
CCOc1ccc(N(C(=O)c2cnsn2)C(C(=O)NC2CCCCC2)c2ccncc2)cc1 (configuration not stated),3%,6%,7%,0%,-8%,6%[57.1 µM],-0.3%,-1%,4%[57.1 µM]
Cc1ccc(N(C(=O)Cn2nnc(-c3ccc(F)cc3)n2)C(CC(C)C)C(=O)NCC2CCCO2)cc1 (configuration not stated),4%,-48%,-17%,1%,0%,-1%,-1.5%,-4%,-6%
CCOC(=O)c1sc2ncn(CC(=O)Nc3cc(C)cc(C)c3)c(=O)c2c1C,12%,-14%,-18%,-2%,-16%,6%,u,-5%,4%[2.29 µM]
CCC(C)c1ccc(N(C(=O)c2ccco2)C(C(=O)NC2CCCC2)c2cccnc2)cc1 (configuration not stated),-16%,-24%,-38%,-3%,-12%,12%,-0.8%,10%,5%[0.457 µM]
CCc1cc(-c2nnn(-c3cc(C(C)C)ccc3C)c2CC)ccc1-c1cn(CCc2c[nH]c3ccccc23)nn1,0%,x,-18%,2%,0%,x,x,-1%,x
CC(OC(=O)CCN1C(=O)C2CC=CCC2C1=O)C(=O)Nc1cccc(C#N)c1 (configuration not stated),0%,-14%,-13%,1%,-14%,8%,-1.1%,6%,1%
C=CCc1ccccc1OCC(O)CN1CCN(c2ccccc2)CC1 (configuration not stated),-9%,6%,-2%,-2%,u,-29%,0.1%,1%,-9%
O=C(Nc1ccnn1C1CCN(C2CCCC2)CC1)c1ccccc1Cl,4%,5%,-13%,-1%,7%,22%,0.6%,-2%,4%
CC(=NNC(N)=O)C1=C(O)C(C(C)C)NC1=O (configuration not stated),2%,-31%,-7%,-5%,26%,-9%,x,-2%,-4%
CCOC(=O)CCc1c(C)c2ccc3c(c2oc1=O)CN(CCCO)CO3,4%,-2%,3%,0%,7%,u,u,-1%,x
Cc1ccccc1C(=O)OC(C)C(=O)NCc1ccc2c(c1)OCO2 (configuration not stated),0%,31%,2%,5%,10%,-8%,0.3%,0%,-8%

The list goes on, starting with the last 6 of the part before.
molecule,mIDH1 inhibitor,RGS4 inhibitor,USP1 inh,Vif-APOBEC3G blk,12-LOX inh,rTrxR1 inhibitor,RXFP1 ag,Vif-A3F inh,TrxR1 substrate
CC(OC(=O)CCN1C(=O)C2CC=CCC2C1=O)C(=O)Nc1cccc(C#N)c1 (configuration not stated),0%,-14%,-13%,1%,-14%,8%,-1.1%,6%,1%
C=CCc1ccccc1OCC(O)CN1CCN(c2ccccc2)CC1 (configuration not stated),-9%,6%,-2%,-2%,u,-29%,0.1%,1%,-9%
O=C(Nc1ccnn1C1CCN(C2CCCC2)CC1)c1ccccc1Cl,4%,5%,-13%,-1%,7%,22%,0.6%,-2%,4%
CC(=NNC(N)=O)C1=C(O)C(C(C)C)NC1=O (configuration not stated),2%,-31%,-7%,-5%,26%,-9%,x,-2%,-4%
CCOC(=O)CCc1c(C)c2ccc3c(c2oc1=O)CN(CCCO)CO3,4%,-2%,3%,0%,7%,u,u,-1%,x
Cc1ccccc1C(=O)OC(C)C(=O)NCc1ccc2c(c1)OCO2 (configuration not stated),0%,31%,2%,5%,10%,-8%,0.3%,0%,-8%
O=C(N/C(=C\c1ccc(Br)cc1)C(=O)N1CCOCC1)c1ccccc1Cl,-3%,24%,-8%,1%,0%,-9%,-3.4%,3%,-1%
Cc1cccc(NC(=O)CSc2nnc(CCCCCNC(=O)OC(C)(C)C)o2)c1C,6%,-14%,-20%,-1%,-27%,-7%,-1.3%,-8%,-4%
C=CCNC(=O)C1CC(=O)N(c2ccc(OCC(=O)Nc3c(C)cccc3C)cc2)C1 (configuration not stated),8%,-6%,-17%,1%,21%,15%,0.4%,3%,6%[0.457 µM]
NC(=O)CC(NC(=O)c1ccccc1)c1ccc(N2CCC(Cc3ccccc3)CC2)c([N+](=O)[O-])c1 (configuration not stated),-8%,3%,-17%,-5%,-15%,-3%,-0.1%,-16%,-12%
Cn1c(SCC(=O)Nc2nc3ccccc3s2)ncc(C(=O)Nc2ccc(F)cc2)c1=O,7%,-3%,-19%,-2%,-20%,17%[57.1 µM],u,u,4%[57.1 µM]
CC(C)N(Cc1ccccc1)C(=S)NCc1ccccc1,-1%,-23%,-18%,0%,-8%,15%[57.1 µM],2.5%,-9%,3%[57.1 µM]
CCN(CC)S(=O)(=O)c1cccc(NC(=O)Nc2cccc(C(F)(F)F)c2)c1,3%,-14%,-24%,-4%,x,10%,-1.1%,0%,-1%
COc1ccc(NC(=O)CN(C)C(=O)c2ccc(N3CCOCC3)c([N+](=O)[O-])c2)cc1,1%,9%,-19%,-3%,-14%,7%,0.2%,-3%,-3%
O=S1(=O)CCOC[C@H](Cc2ccccc2)N1Cc1ccc(Cl)cc1,-3%,10%,-21%,7%,-3%,-3%,x,2%,-4%
CC(C(=O)OCC(=O)c1ccc(Br)cc1)N1C(=O)C2C3C=CC(C3)C2C1=O (configuration not stated),-1%,18%,-16%,1%,-16%,20%,-2.9%,1%,-1%
CCc1nnc(NS(=O)(=O)c2ccc(NC(=O)c3ccc(S(=O)(=O)N(CC)CC)cc3)cc2)s1,-13%,-14%[56.9 µM],-9%,0%,75%[activator],3%,1.1%,-20%,0%
COc1ccc(OCC(O)CNC(=O)Nc2ccc(F)cc2)cc1 (configuration not stated),4%,-18%,-16%,-1%,51%,18%,1.3%,6%,5%
O=C(NCc1ccccc1)C1(c2ccccc2)CCN(S(=O)(=O)c2ccccc2)CC1,6%,8%,-15%,0%,25%,7%,-1.9%,-4%,0%
Cc1ccccc1OC(C)C(=O)NCc1cccnc1 (configuration not stated),-2%,30%,-5%,2%,-8%,6%,0.2%,15%,-2%
CCn1ccc2cc(S(=O)(=O)N3CCCN(C(=O)Nc4ccc(C)cc4)CC3)ccc21,-6%,-21%,-25%,-2%,-21%,10%[57.1 µM],0.5%,-5%,4%[57.1 µM]
